PPARg SRC2 recr: promotes SRC-2 coactivator recruitment by human PPARgamma | P37231 | PPARgamma LBD-SRC-2 recruitment, biochemical | activation, % at 8 µM | 200,000 tested, 0.34% active | AID 1032; in the data active means activation above about 22%;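 further: 0% = vehicle and 100% = reference agonist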
Target sequence (P37231 whole entry, looked up, the tested form may be a part): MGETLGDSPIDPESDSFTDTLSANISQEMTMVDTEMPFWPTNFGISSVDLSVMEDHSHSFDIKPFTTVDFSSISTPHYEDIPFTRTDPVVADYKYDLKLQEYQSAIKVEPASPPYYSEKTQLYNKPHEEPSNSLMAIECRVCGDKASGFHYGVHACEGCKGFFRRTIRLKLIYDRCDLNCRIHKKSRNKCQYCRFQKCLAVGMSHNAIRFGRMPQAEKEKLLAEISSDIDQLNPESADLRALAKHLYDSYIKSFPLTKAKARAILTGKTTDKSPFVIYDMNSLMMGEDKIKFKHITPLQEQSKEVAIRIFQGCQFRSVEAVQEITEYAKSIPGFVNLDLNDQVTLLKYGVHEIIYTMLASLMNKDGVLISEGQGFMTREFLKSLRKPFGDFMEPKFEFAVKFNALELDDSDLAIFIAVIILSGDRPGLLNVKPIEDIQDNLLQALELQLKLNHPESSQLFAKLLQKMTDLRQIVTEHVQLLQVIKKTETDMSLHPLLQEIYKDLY
TNAP inh hi DEA: TNAP (human) inhibition, high acceptor; P05186; inhibition, % at 20 µM; 200,000 tested, 0.03% active; purified TNAP, CDP-star luminescence, 1 M DEA; AID 1135;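 active means over 50% inhibition of tissue-nonspecific alkaline phosphatase at 20 µM in the single-dose screen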;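 further: plate controls were DMSO wells for no effect and EDTA-quenched wells as full inhibition for full effect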
Target sequence (P05186 whole entry, looked up): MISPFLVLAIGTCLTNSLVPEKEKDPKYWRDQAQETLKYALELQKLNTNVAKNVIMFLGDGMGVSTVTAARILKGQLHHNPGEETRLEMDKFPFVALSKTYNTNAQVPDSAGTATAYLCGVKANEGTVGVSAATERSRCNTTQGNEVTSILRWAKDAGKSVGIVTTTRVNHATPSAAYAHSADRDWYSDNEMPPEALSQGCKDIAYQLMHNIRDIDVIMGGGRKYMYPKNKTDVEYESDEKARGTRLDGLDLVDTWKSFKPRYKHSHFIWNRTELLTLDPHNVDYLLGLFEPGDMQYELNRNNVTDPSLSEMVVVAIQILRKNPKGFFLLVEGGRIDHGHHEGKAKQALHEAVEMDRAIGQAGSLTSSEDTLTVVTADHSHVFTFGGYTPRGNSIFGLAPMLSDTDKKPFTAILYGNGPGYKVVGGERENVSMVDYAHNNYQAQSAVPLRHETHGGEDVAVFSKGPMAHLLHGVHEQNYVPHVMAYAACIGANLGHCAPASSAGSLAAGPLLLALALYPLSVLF
PPARg SRC1 recr: promotes SRC-1 coactivator recruitment by human PPARgamma; P37231; PPARgamma-SRC-1 coactivator recruitment biochemical assay; activation, % at 8 µM; 200,000 tested, 0.41% active; AID 631; in the data active means activation above about 19%;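 further: 0% = DMSO and 100% = reference agonist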
bIAP act: intestinal alkaline phosphatase (bovine) activation; 200,000 tested, 0.17% active; activation factor at 20 µM; purified bovine IAP, CDP-star luminescence, 30 min; active compounds read high; fold of DMSO-control signal, blank-subtracted;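 active means activation factor of 2 or more at 20 µM, a signal rise over negative controls twice the positive control's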
bIAP inh: intestinal alkaline phosphatase (bovine) inhibition. purified bovine IAP, CDP-star luminescence, 30 min. inhibition, % at 20 µM. 190,000 tested, under 10 active;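 active means over 50% inhibition of intestinal alkaline phosphatase at 20 µM in the single-dose screen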
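Incubation: 30 min reaction at room temperature / Material: purified bovine intestinal alkaline phosphatase (IAP) enzyme / Input: enzyme at 1/65,000,000 dilution / Dosing: 20 µM single dose / Signal: CDP-star luminescence signal / Reagent: CDP-star chemiluminescent phosphatase substrate, 30 µM final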
TNAP act hi DEA: TNAP (human) activation, high acceptor | 200,000 tested, under 10 active | activation factor at 20 µM | P05186 | purified TNAP, CDP-star luminescence, 1 M DEA, 30 min; active compounds read high; 0 = EDTA background, 1 = DMSO-only activity;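 active means activation factor at least 2 at 20 µM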
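Assay system: human TNAP; Input: enzyme diluted 1/800 final; Reagent: CDP-star luminogenic substrate at 100 µM final; Timing: 30 min, room temperature; Signal: luminescence; Evaluation: TNAP activation factor scaled between EDTA and DMSO control wells.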
PPARg SRC3 recr: agonists of human PPARgamma SRC-3 coactivator recruitment. P37231. biochemical PPARgamma/SRC-3 coactivator recruitment assay. activation, % at 8 µM. 200,000 tested, 0.26% active. AID 731; in the data active means activation above about 23%;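 further: 0% = DMSO and 100% = reference agonist; some compounds past the cut are filed as inactive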
SRC2 TRFRET art: flags TR-FRET format artefacts in PPARgamma SRC-2 recruitment agonist screen; TR-FRET artefact counter-screen; active compounds read high; TR-FRET ratio at 8 µM; 200,000 tested, 0.4% active; in the data active means TR-FRET ratio above about 2000; further: inactives centre near 1500
TNAP inh no acc: blocks human TNAP activity with no phosphate acceptor present | P05186 | purified TNAP, CDP-star luminescence, 30 min | inhibition, % at 20 µM | 200,000 tested, 0.26% active;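 active means tissue-nonspecific alkaline phosphatase inhibition above about 50% at 20 µM in the single-dose screen, limit read from the data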;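 further: 0% = DMSO negative control and 100% = EDTA positive control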
Efa HMGR inh: E. faecalis class II HMG-CoA reductase inhibition. purified E. faecalis HMGR, NADPH absorbance 340 nm kinetic. inhibition, % at 10 µM. 190,000 tested, 0.41% active. AID 1066;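 active means inhibition above a set limit, the median over all tested compounds plus 3 SD, cut at about 9.5% in these data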;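 further: enzyme runs in reverse so mevalonate oxidation gives rising NADPH absorbance; 0% = complete reaction with DMSO and 100% = background rate lacking mevalonate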
Active calls of the source: *; nt = no result given.

SMILES	PPARg SRC2 recr	TNAP inh hi DEA	PPARg SRC1 recr	bIAP act	bIAP inh	TNAP act hi DEA	PPARg SRC3 recr	SRC2 TRFRET art	TNAP inh no acc	Efa HMGR inh
Cc1ccccc1Oc1cc(NC(=O)CCCn2nc(C)c([N+](=O)[O-])c2C)cc([N+](=O)[O-])c1	9	-4	0	1	0	1	-1	1634	-18	-7
Cc1ccc(CNC(=O)Cn2c(=O)c3sccc3n(Cc3cccc([N+](=O)[O-])c3)c2=O)cc1	6	8	7	0.8	22	0.9	0	1556	-25	-1
CCOC(=O)C(=O)NC12CC3CC(CC(C3)C1)C2	8	-3	1	1	3	1	7	1677	-5	-4
O=C(Nc1ccccc1)N1CCCC1	2	-3	7	0.9	10	1	2	1556	-12	1
CCOC(=O)C1CCN(Cc2ccc(F)c(Br)c2)CC1	-4	-9	-7	1.1	-9	1.1	-11	1414	0	-3
Cc1cccc(-c2nc(CS(=O)CC(=O)NCc3cccs3)c(C)o2)c1 (stereo not drawn)	-4	-2	-2	1.1	-6	1	12	1488	-14	2
CC1CCN(S(=O)(=O)c2ccc(C(=O)Nc3nnc(-c4ccncc4)o3)cc2)CC1	2	-3	4	1	-4	1	-3	1616	-14	4
CCOC(=O)c1ccc(N2C(=O)CC(N3CCN(C(=O)c4ccccc4)CC3)C2=O)cc1 (stereo not drawn)	4	-3	-1	1.2	-24	1	0	1573	-4	-3
CCOC(=O)C1CCCc2c1[nH]c1ccc(Cl)cc21 (stereo not drawn)	-1	-4	-7	0.9	12	1	0	1322	-5	-3
COCCC1CCCCN1C(=O)c1cccc(OC2CCN(C3CCCC3)CC2)c1 (stereo not drawn)	7	-1	-11	1.1	-6	1	5	1421	-8	-3
COC(=O)COc1ccc(/C=C2/SC(=O)N(CC(=O)N3CCCC3)C2=O)cc1Br	8	-6	11	0.9	7	1.1	4	1721	-15	3
COc1cc(OC)cc(C(=O)/C=C2\Sc3ccccc3N2C)c1	4	-3	8	1	3	1	1	1705	-15	-11
O=Cc1ccccc1-n1cccn1	0	-5	0	0.9	6	1	-2	1562	-17	-1
CCN(CC)C(=O)CS(=O)CC(=O)Nc1cc(OCCOC)c(Cl)cc1Cl (stereo not drawn)	8	-8	1	1.1	-10	1.1	4	1383	-10	3
CCCC(=O)Nc1ccc2c(c1)C(=O)N(CCC(=O)O)C2=O	5	-6	0	0.9	7	1.1	4	1714	-12	-4
c1ccc(-c2cc(-c3nnco3)c3ccccc3n2)nc1	6	-2	2	1.1	-10	1	1	1771	3	6
C=CCSc1nnc(-c2ccccc2NC(=O)CC)c(=O)[nH]1	8	-7	1	0.9	9	1.1	6	1770	-12	-3
COC(=O)CSc1nc2c(c(=O)n(C)c(=O)n2C)n1CCC(C)C	nt	-1	nt	1	0	1	nt	nt	-4	-1
Cc1cccc(OCC(=O)Nc2cccc(C(=O)NCC(C)C)c2)c1	5	-8	0	1.1	-14	1.1	6	1866	-14	-8
COc1ccc2oc(=O)c(C(C)=O)cc2c1	6	3	4	1	2	1	-3	1562	-6	-1
O=C(Nc1ccccc1)N1CCCC2CCCCC21 (stereo not drawn)	-7	-4	8	0.9	6	1	4	1589	-4	-5
CCCNc1ccc(S(=O)(=O)N(CC)CC)cn1	-3	2	5	0.9	6	1	0	1317	-5	0
O=C(Nc1ccc(-c2ccc3nncn3n2)cc1)C1CCCCC1	4	-4	4	1.2	-22	1	0	1509	-11	1
CCOc1ccccc1-c1nnc(SCC(=O)Nc2ccccc2)o1	6	-2	2	0.9	12	1	14	1611	-12	4

Given field by field: part of the list above
> O=C(Nc1ccccc1)N1CCCC2CCCCC21 (stereo not drawn)
  PPARg SRC2 recr: -7
  TNAP inh hi DEA: -4
  PPARg SRC1 recr: 8
  bIAP act: 0.9
  bIAP inh: 6
  TNAP act hi DEA: 1
  PPARg SRC3 recr: 4
  SRC2 TRFRET art: 1589
  TNAP inh no acc: -4
  Efa HMGR inh: -5

> CCCNc1ccc(S(=O)(=O)N(CC)CC)cn1
  PPARg SRC2 recr: -3
  TNAP inh hi DEA: 2
  PPARg SRC1 recr: 5
  bIAP act: 0.9
  bIAP inh: 6
  TNAP act hi DEA: 1
  PPARg SRC3 recr: 0
  SRC2 TRFRET art: 1317
  TNAP inh no acc: -5
  Efa HMGR inh: 0

4 entries out of the list above, sorted by the number in Efa HMGR inh, smallest number first.
canonical_smiles | Efa HMGR inh
COc1cc(OC)cc(C(=O)/C=C2\Sc3ccccc3N2C)c1 | -11
C=CCSc1nnc(-c2ccccc2NC(=O)CC)c(=O)[nH]1 | -3
O=Cc1ccccc1-n1cccn1 | -1
COC(=O)COc1ccc(/C=C2/SC(=O)N(CC(=O)N3CCCC3)C2=O)cc1Br | 3

The list continues:
SMILES	PPARg SRC2 recr	TNAP inh hi DEA	PPARg SRC1 recr	bIAP act	bIAP inh	TNAP act hi DEA	PPARg SRC3 recr	SRC2 TRFRET art	TNAP inh no acc	Efa HMGR inh
CCOC(=O)Cc1csc(NC(=O)CSc2nnc(Cc3csc(N)n3)n2C)n1	4	-4	-1	0.9	6	1	4	1537	-5	-4
COc1c(F)c(F)c(C(=O)O)c(Nc2ccccc2)c1F	9	-4	7	1	5	1	14	1620	-1	-3
COc1ccc(C(=O)Cc2ccc(OC)c(OC)c2)cc1	8	-3	3	1	2	1	1	1419	-13	-2
Cc1ccc(N2CC(C(=O)N3CCN(c4ccccc4)CC3)CC2=O)cc1 (stereo not drawn)	7	-5	4	1	3	1.1	-2	1511	-14	-6
COC(=O)c1ccc(-c2ccco2)n1Cc1nc(-c2ccc(OC)c(OC)c2)oc1C	0	-4	1	1	1	1	-4	1561	-7	-7
CS(=O)(=O)c1ccc2nc(NC(=O)Nc3ccc(Cl)cc3)sc2c1	5	2	0	1	3	1	1	1339	-26	-4
COc1ccc(NS(=O)(=O)c2cccc(Cl)c2)cc1S(=O)(=O)N1CCCCC1	1	-4	4	1	-2	1	2	1635	3	-3
Clc1ccc(COc2ccccc2-c2ccnc3ncnn23)cc1	-8	1	-1	1.2	-18	1	1	1578	-2	-8
Cc1nc2ccc(NC(=O)COc3cccc(F)c3)cc2s1	5	3	6	1	-2	1	0	1604	-10	-7
COc1ccccc1C(=O)NCCn1cc(SCC(=O)Nc2cc(C)on2)c2ccccc21	6	0	0	1	-4	1	5	1648	-9	13*
CCOC(=O)N1CCN(C(=O)c2ccc(Cn3c(=S)[nH]c4cc5c(cc4c3=O)OCO5)cc2)CC1	2	-4	7	0.9	11	1	10	1663	2	0
COC(=O)C1=C(COc2ccccc2)NC(=O)NC1c1ccc(Br)cc1 (stereo not drawn)	0	-1	-6	1.2	-20	1	-2	1371	-6	-8
O=S(=O)(Nc1nc2ccccc2nc1N1CCN(c2ccccc2F)CC1)c1ccc(Cl)cc1	-1	-4	-1	1	-2	1	-7	1534	-11	1
COc1ccc(NC(=S)NC(=O)c2ccccc2Cl)cc1	-3	-3	7	1	-4	1	5	1647	-8	-2
C=CCN1C2CCCC1CC(NC(=S)Nc1ccc(Cl)cc1)C2 (stereo not drawn)	-6	-6	-2	1.1	-8	1.1	-7	1643	-12	-1
Cc1c(NC(=O)/C(C#N)=C/c2ccccc2)c(=O)n(-c2ccccc2)n1C	8	0	2	1.1	-12	1	4	1488	0	-4
Cc1ccc(CS(=O)(=O)Cc2ccc(C(=O)NCc3ccccn3)o2)cc1	-8	2	-3	1	0	1	2	1542	-5	-3
COc1ccc(NC(=O)COC(=O)/C=C/c2ccccc2[N+](=O)[O-])cc1	2	1	6	1	4	1	6	1584	-6	0
Cc1ccc(C(=O)NC(=S)Nc2ccc3c(c2)OCCO3)c(C)c1	8	-7	7	0.8	21	1.1	2	1616	-10	-5
COc1ccc(C(=O)NCc2cccs2)cc1S(=O)(=O)N1CCOCC1	5	-6	-2	1	-1	1.1	1	1768	-3	5
COC(=O)c1ccc(CNC(=O)COC(=O)Cc2ccsc2)cc1	1	-7	-10	0.9	13	1.1	-6	1494	-11	0
COC(=O)c1cc2ccsc2n1CC(=O)Nc1ccc(N(C)C)cc1	14	1	9	0.9	12	1	11	1705	-3	0
Cc1cc2c(c(=O)n1CCN(C)C)C(c1ccc(Br)cc1)C(C#N)=C(N)O2 (stereo not drawn)	3	-5	-2	1	-3	1	2	1432	-8	-6
Cc1c([N+](=O)[O-])c([N+](=O)[O-])nn1CC(=O)N1CCOCC1	0	-4	11	0.8	18	1	6	1416	-6	2
CN(NC(=O)Nc1ccc(Cl)cc1)c1c(Cl)c(Cl)nn1C	4	-3	1	1.2	-22	1	2	1686	-3	0
CCNc1nc(NC(C)C)nc(OCCOC(=O)c2ccccc2)n1	10	-2	-3	1.2	-20	1	9	1395	-6	0
COc1ccc(-c2n[nH]c(C)c2-c2ccc(Cl)cc2)c(O)c1	-2	-2	2	1.3	-28	1	-6	1579	-13	-5
CNc1nc(N/N=C/c2cc3c(cc2[N+](=O)[O-])OCO3)nc(Nc2ccccc2)n1	6	4	4	1	4	1	6	1651	-4	2
COc1ccc(C(=O)NCC(c2cccnc2)N2CCN(c3ccccc3)CC2)cc1OC (stereo not drawn)	2	-4	8	0.9	9	1	6	1578	-8	1
O=C(O)c1ccc2c(c1)ncn2C1CCCC1	-5	4	2	1.1	-7	1	-6	1424	3	-4
COc1ccc(Cc2nn3c(-c4ccccc4Br)nnc3s2)cc1	-4	-9	-1	0.9	10	1.1	-5	1351	-10	-9
O=C(O)CCCCC1SCC2NC(=O)NC21 (stereo not drawn)	-5	-4	0	1	3	1	1	1467	0	-5
CCCCCCOC(=O)C(C#N)c1nc2ccccc2nc1N1CCOCC1 (stereo not drawn)	12	4	3	0.9	11	1	18	1620	-2	-4
C=CCOc1ccccc1/C=c1\sc2nc(-c3oc4ccccc4c3C)nn2c1=O	-3	nt	8	nt	nt	nt	-10	1304	nt	nt
CCCN1CCC(N(C)CCc2ccc(OC)c(OC)c2)CC1	4	-4	2	1	3	1	2	1489	-14	-3
Cc1ccccc1CN1CCN(CC(=O)NCCCN2CCN(c3ccc(F)cc3)CC2)C1=O	-4	-1	-8	1.1	-8	1	8	1360	-7	0
CC(C)(C)NC(=O)COC(=O)Cc1ccc(Cl)cc1	3	0	-1	0.9	6	1	-7	1457	-6	-8
Cc1cc(NC(=O)c2ccc3c(c2)C(=O)N(C2CCCCC2)C3=O)no1	8	-3	-2	0.8	16	1	12	1887	-5	-2
Cc1ccc(NS(=O)(=O)c2cc(C(=O)NCc3ccccn3)ccc2Cl)cc1	8	-2	4	0.9	13	1	6	1654	-2	-9
COc1ccc(NCc2nnc(SCC(=O)NCc3ccccc3)n2-c2ccccc2OC)cc1	8	-3	-6	1.1	-9	1	15	1637	-9	-11
CCOC(=O)CCCSc1nc2sc3c(c2c(=O)[nH]1)CCC3	-1	-2	2	1	2	1	-5	1630	-11	-2
COc1cccc(-c2noc(CCC(=O)Nc3cccnc3)n2)c1	5	0	-2	0.9	10	1	-2	1531	-7	3
O=C(Nc1c(-c2ccccc2)nc2ccccn12)c1ccco1	6	-2	4	1	5	1	1	1409	-6	2
COc1ccc(CNCCNC(=O)c2cccs2)cc1OC	0	-7	1	1	2	1.1	-1	1602	-4	-4
COc1cc(C=O)c(Br)cc1OCC(=O)NCCc1ccccc1	-4	-6	0	1	2	1.1	4	1467	-5	-1
Cc1cccc(OCC(=O)Nc2cc(C)on2)c1	0	-1	0	1	1	1	-9	1434	-8	0
C=C(C)c1cccc(C(C)(C)NC(=O)NCc2cccnc2)c1	-2	-9	-10	1	-4	1.1	6	1353	-11	2
